# M1 antag – blocks human M1 muscarinic receptor; CHO-K1 hM1, Fluo-8 calcium fluorescence, ACh EC80 antagonist; 1.3% of 360,000 active; P11229; inhibition, % at 3 µM;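 active = percent inhibition above its own plate's cutoff, namely the mean of that plate's compound wells plus 3 SD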;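 note: peak over basal fluorescence ratio during 140 s after agonist addition; 0% = ACh EC80 plus DMSO and 100% = DMSO alone without agonist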
# Target sequence (P11229 whole entry, looked up): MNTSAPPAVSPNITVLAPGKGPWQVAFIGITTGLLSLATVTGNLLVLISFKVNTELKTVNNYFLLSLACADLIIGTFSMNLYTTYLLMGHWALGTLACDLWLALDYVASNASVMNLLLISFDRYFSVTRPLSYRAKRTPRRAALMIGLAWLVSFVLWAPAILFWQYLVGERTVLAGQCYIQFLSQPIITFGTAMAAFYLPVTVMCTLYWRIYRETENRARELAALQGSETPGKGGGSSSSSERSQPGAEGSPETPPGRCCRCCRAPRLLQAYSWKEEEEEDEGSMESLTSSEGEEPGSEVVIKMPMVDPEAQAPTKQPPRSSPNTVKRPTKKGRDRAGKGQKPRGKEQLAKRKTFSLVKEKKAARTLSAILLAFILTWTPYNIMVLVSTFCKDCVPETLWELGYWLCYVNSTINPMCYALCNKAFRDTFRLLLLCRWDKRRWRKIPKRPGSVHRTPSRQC
# CHRM1 agonist – human M1 muscarinic receptor agonism; activation, % at 3 µM; P11229; CHO-K1 hM1, Fluo-8 calcium fluorescence, agonist mode; 0% DMSO, 100% acetylcholine EC100; AID 588814; 0.33% of 360,000 active;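 active = activation above the run's mean compound activation plus 3 SD, cut at about 16% in these data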;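 note: peak over basal fluorescence ratio within a 140 s kinetic read after compound addition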
# OXTR potentiator – potentiators of human oxytocin receptor | P30559 | CHO-OTR cells, Fluo-8 calcium fluorescence, potentiator mode; 0% = oxytocin EC15, 100% = EC100 | activation, % at 3 µM | 0.061% of 320,000 active | AID 2445;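 active = activation above that plate's cutoff, the mean activation of tested compounds plus 3 SD, cut at about 6.6% in these data, passing the limit was not always enough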;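 note: 100% uses oxytocin at 75 nM as the full agonist control; some results filed as inactive read as strong as hits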
#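 System: human OTR in CHO cells; Also added: sub-maximal oxytocin, roughly EC15; Timing: compound 6 min at room temperature before oxytocin, 100 s read; Technique: Fluo-8 intracellular calcium fluorescence, ex 470-495, em 515-575 nm; Controls: oxytocin EC15 low and EC100 high; Replication: singlicate.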
# CHO-K1 Ca antag – nonselective inhibitor or artifact in parental CHO-K1 cells. ATP-induced calcium, Fluo-8 fluorescence. inhibition, % at 3 µM. 0.6% of 360,000 active;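 active = inhibition above a per-plate cutoff, the plate's mean sample inhibition plus 3 SD, cut at about 24% in these data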;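 note: 0% = DMSO plus EC80 ATP and 100% = DMSO alone without ATP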
# M1 ag parental – nonselective activator or artifact in parental CHO-K1 cells; Fluo-8 calcium fluorescence; scaled to maximal ATP response, vehicle zero; activation, % at 3 µM; 0.48% of 360,000 active; in the data active = activation above about 15%;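 note: untransfected CHO-K1 host cells lacking M1 receptor as counterscreen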
# CHRM1 PAM – potentiates human M1 receptor response to acetylcholine; AID 588819; 0.088% of 360,000 active; activation, % at 3 µM; CHO-K1 hM1, Fluo-8 calcium fluorescence, ACh EC20; 0% = ACh EC20, 100% = maximal ACh; in the data active = activation above about 19%, passing the limit was not always enough
# CHRM4 agonist – agonists of human muscarinic M4 receptor (CHRM4); P08173; CHO-K1 hM4/Gqi5, Fluo-8 calcium fluorescence; vehicle 0%, full acetylcholine response 100%; activation, % at 3 µM; 0.14% of 360,000 active;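 active = activation above the run mean over all test wells plus 3 SD, cut at about 32% in these data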;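 note: peak over basal fluorescence ratio per well then scaled between controls; 0% = DMSO wells and 100% = acetylcholine at EC100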
# Target sequence (P08173 whole entry, looked up): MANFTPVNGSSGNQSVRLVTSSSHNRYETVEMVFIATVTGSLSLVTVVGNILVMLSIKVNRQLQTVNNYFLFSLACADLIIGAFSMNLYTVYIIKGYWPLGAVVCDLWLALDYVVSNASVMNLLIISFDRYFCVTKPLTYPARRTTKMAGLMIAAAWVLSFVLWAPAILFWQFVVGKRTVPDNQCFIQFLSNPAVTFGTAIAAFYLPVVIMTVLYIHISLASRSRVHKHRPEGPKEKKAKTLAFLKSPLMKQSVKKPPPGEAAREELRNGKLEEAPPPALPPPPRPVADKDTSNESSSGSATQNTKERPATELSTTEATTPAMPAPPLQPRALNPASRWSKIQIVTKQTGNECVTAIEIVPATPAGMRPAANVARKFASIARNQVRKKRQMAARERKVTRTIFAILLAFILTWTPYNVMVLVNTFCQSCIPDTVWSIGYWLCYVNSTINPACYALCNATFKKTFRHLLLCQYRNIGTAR
# CHRM4 antagonist – antagonists of human muscarinic M4 receptor (CHRM4); inhibition, % at 3 µM; AID 624125; CHO-hM4 cells, ACh EC80, Fluo-8 calcium fluorescence; 0.73% of 360,000 active;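 active = inhibition above its plate's cutoff, the mean inhibition of sample wells plus 3 SD, cut at about 27% in these data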;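 note: 0% = acetylcholine EC80 with DMSO and 100% = DMSO without agonist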
# CHO parental Ca – signal in parental CHO cells, OX1R antagonist counter-screen. inhibition, % at 5.6 µM. parental CHO-K1, ATP-induced calcium, Fluo-8 fluorescence. AID 463079. 0.63% of 330,000 active;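 active = inhibition above that plate's mean sample inhibition plus 3 SD, cut at about 26% in these data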;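 note: 0% = ATP-challenged DMSO wells and 100% = DMSO wells without ATP; some compounds past the cut are filed as inactive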
#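 Test system: untransfected parental CHO cell line; also added: ATP stimulus; dosing: 5.6 µM, single dose; signal: calcium-sensitive Fluo-8 fluorescence; measure: percent inhibition of ATP-evoked calcium rise, normalized to controls; benchmarks: low control ATP plus DMSO, high control DMSO only; replication: one well per compound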
# Numbers without * were called inactive; · = no result given.
SMILES,M1 antag,CHRM1 agonist,OXTR potentiator,CHO-K1 Ca antag,M1 ag parental,CHRM1 PAM,CHRM4 agonist,CHRM4 antagonist,CHO parental Ca
CCn1c(C)cc(O)c(C(=O)Nc2cccc(Cl)c2)c1=O,-7,-1,-9,3,-0.5,16,0,-13,-9
CS(=O)(=O)N1CCC(C(=O)Nc2cccc(Cl)c2)CC1,8,-5,-3,9,1.3,-5,2,6,-12
O=C(O)c1ccccc1C(=O)NCCCCCCNC(=O)c1ccccc1C(=O)O,6,-5,-4,1,0.6,0,0,8,-9
Cc1ccc(C)c(N(C(=O)CS(=O)CC(=O)Nc2ccc3c(c2)OCO3)C(C)C(=O)NC2CCCC2)c1 (stereo not drawn),-14,-3,-4,-12,-0.3,10,8,-1,-27
COc1ccc(N2CCN(C(=O)CNC(=O)c3cn(-c4ccccc4OC)c(=O)c4ccccc34)CC2)cc1,-2,-1,-8,-12,1.2,3,3,-6,-16
O=C(COC(=O)c1cc(NS(=O)(=O)c2cccs2)ccc1O)Nc1ccccc1,-28,1,-3,-7,7.3,-1,13,6,-10
CC(=O)NC(CSC(CC(=O)c1ccco1)c1ccc(C)cc1)C(=O)O (stereo not drawn),-3,-5,-13,-8,12,6,-1,-11,-1
CC(C)N(C(=O)Cn1cc(S(=O)(=O)CC(=O)NCc2ccc(F)cc2)c2ccccc21)C(C)C,-10,-3,-7,-7,0.7,4,1,-2,-16
CCCOC(=O)C1=C(C)NC2=C(C(=O)CC(C)(C)C2)C1c1ccc(N(C)C)cc1 (stereo not drawn),-20,-5,-2,-12,0.8,3,0,-1,-18
Cc1ccc(S(=O)(=O)N(CC(=O)NCc2cccs2)c2ccccc2)cc1,-23,-1,·,8,-0.3,10,0,-6,·
CC(C)C[C@H](NC(=O)NCc1ccc(F)cc1)C(=O)O,-20,1,-5,-7,-0.4,7,1,0,-8
COc1cc(CNCc2cc(OC)ccc2OC)cc(OC)c1,1,2,-6,-9,3.6,-1,7,-9,-2
c1ccc2c(c1)CC(N1CCCCC1)c1ccccc1S2 (stereo not drawn),11,-8,15,-7,-0.1,-15,-1,-18,-14
O=C(CSc1nnc(-c2cccs2)n1Cc1ccccc1)N1CCc2ccccc2C1,8,-4,-13,-11,1.4,-5,3,-8,-27
O=C(/C=C/c1ccccc1)OCC(=O)c1ccc[nH]1,-4,-4,-11,2,2.6,5,4,6,-7
O=[N+]([O-])c1cc(-c2ccc(C(=S)N3CCOCC3)o2)ccc1Cl,7,-3,-6,6,0.6,5,2,10,-17
CCOC(=O)c1cnc(-c2ccccc2)nc1Oc1cccc(Cl)c1,-20,-4,-5,12,0.0,3,0,2,-2
CC(=O)c1ccc(NC(=O)c2noc(C(C)C)c2[N+](=O)[O-])cc1,-6,-8,5,-6,1.1,3,7,-13,-4
COCCN(C(=O)COC(=O)C12CC3CC(CC(Cl)(C3)C1)C2)c1c(N)n(Cc2ccccc2)c(=O)[nH]c1=O,-8,-1,-8,1,-0.1,13,2,-15,-13
Cc1ccccc1-c1n[nH]nc1C1=CC(=O)C[C@H](c2ccc(F)cc2)C1,-5,-1,·,-8,0.1,0,0,-10,·
CN1CCN(NC(=O)c2cc(-c3cccc(Cl)c3)nc3ccccc23)CC1,-8,-3,-16,-10,1.9,13,9,-6,-13
Cc1oc(-c2ccccc2F)nc1CS(=O)CC(=O)NCc1ccc(Cl)cc1 (stereo not drawn),-16,-2,-5,-12,0.2,15,2,-6,-28
CCOc1cccc(NC(=O)c2cnccc2C(F)(F)F)c1,-14,-1,-5,-4,1.5,5,0,5,9
CCCCCC(=O)NC(Cc1ccc(OC)c([N+](=O)[O-])c1)C(=O)O (stereo not drawn),3,-4,-8,5,0.0,1,0,5,-2
COc1ccc(CC(=O)OCC(=O)Nc2c(C)n(C)n(-c3ccccc3)c2=O)cc1OC,-5,-4,-6,-20,-0.1,8,0,1,4

# 5 of the compounds above, tab-delimited.
SMILES	M1 antag	CHRM1 agonist	OXTR potentiator	CHO-K1 Ca antag	M1 ag parental	CHRM1 PAM	CHRM4 agonist	CHRM4 antagonist	CHO parental Ca
CC(C)C[C@H](NC(=O)NCc1ccc(F)cc1)C(=O)O	-20	1	-5	-7	-0.4	7	1	0	-8
COc1cc(CNCc2cc(OC)ccc2OC)cc(OC)c1	1	2	-6	-9	3.6	-1	7	-9	-2
c1ccc2c(c1)CC(N1CCCCC1)c1ccccc1S2 (stereo not drawn)	11	-8	15	-7	-0.1	-15	-1	-18	-14
O=C(CSc1nnc(-c2cccs2)n1Cc1ccccc1)N1CCc2ccccc2C1	8	-4	-13	-11	1.4	-5	3	-8	-27
O=C(/C=C/c1ccccc1)OCC(=O)c1ccc[nH]1	-4	-4	-11	2	2.6	5	4	6	-7

# New compounds follow
SMILES,M1 antag,CHRM1 agonist,OXTR potentiator,CHO-K1 Ca antag,M1 ag parental,CHRM1 PAM,CHRM4 agonist,CHRM4 antagonist,CHO parental Ca
COc1ccc(-c2cc(C(F)(F)F)nc(SCCC(=O)Nc3cc(C)on3)n2)cc1,-9,-2,-1,-3,-0.1,5,0,4,-11
O=S(=O)(NC1CC1)c1ccc(S(=O)(=O)N(Cc2ccccn2)C2CC2)cc1,0,-2,-4,-9,4.5,-1,4,4,-2
CN(CC(=O)Nc1ccc(F)cc1)C(=O)c1ccc(-c2ccc(F)cc2)o1,-4,0,·,1,0.5,0,4,-10,·
Cc1c(OCC(=O)N2CCC(C(=O)NCCCC(=O)O)CC2)ccc2c1oc(=O)c1ccccc12,-8,-2,4,-9,1.9,11,5,-7,-5
CSc1cccc(-c2nnc(NC(=O)c3cccc(N4C(=O)CCC4=O)c3)o2)c1,-14,-2,-6,-6,0.4,3,1,-5,-4
COc1ccc(-c2ccc3[nH]c4c(c3c2)CCN2C(=O)[C@@H]([C@H](C)O)[C@@H](N(C)C(=O)Nc3ccc(F)cc3)C[C@@H]42)cc1,-1,6,·,2,-0.1,14,4,3,·
O=C(NCc1ccccc1)C12CN(Cc3ccccc3)CC1C(c1cccc([N+](=O)[O-])c1)=NO2 (stereo not drawn),1,-6,-11,-11,-0.2,1,6,-16,-20
C=CC1=CCN(S(=O)(=O)C(C)(C)C)[C@H]1CCO,-12,-2,·,7,0.1,2,1,-13,·
Cc1ccc(CNC(=O)C2c3ccccc3C(=O)N3CCc4ccccc4C23)o1 (stereo not drawn),9,-3,-9,-7,2.3,-4,5,-3,-26
CCC(=O)Nc1ccc2c(c1)ncn2-c1ccccc1C,-1,-1,-5,-8,0.5,2,1,1,-1
Cc1ccc(C2NC(=S)NC3=C2C(=O)CC(C)(C)C3)cc1 (stereo not drawn),-2,-7,-1,2,6.1,11,0,-7,-12
COc1ccc(Cl)cc1NC(=O)c1ccco1,-16,-4,-11,-9,0.1,12,0,-4,-6
CCOC(=O)c1[nH]cnc1C(=O)Nc1ccc(Cl)cc1,-14,4,2,-16,0.9,13,1,3,-11
COCc1ccc(C(=O)N2CCCC(C(=O)c3cc(F)ccc3F)C2)s1 (stereo not drawn),-9,-9,-14,0,0.5,9,2,-3,-16
Cc1cc(/C=C2\C(=N)N3N=C(c4ccco4)SC3=NC2=O)c(C)n1Cc1ccccc1,52*,42*,-17,-7,8.0,-21,8,8,41*
CC1CCCCC12NC(=O)N(CC(=O)Nc1ccccc1N1CCOCC1)C2=O (stereo not drawn),-9,2,1,11,-0.3,9,2,-2,-13
Cc1ccc(C(=O)NNC(=O)c2ccc3c(c2)OCCO3)cc1,12,-1,-6,-14,0.7,-5,3,0,-9
CCOC(=O)c1c(-c2cccs2)csc1NC(=O)CN1CC(C)OC(C)C1 (stereo not drawn),5,-5,-16,-14,-0.3,-5,-3,4,-39
CN(C(=O)C1CCC(=O)N(Cc2cccc(F)c2)C1)C1CCCCC1 (stereo not drawn),-5,-5,-3,-7,0.6,5,1,14,7
O=C1NCCOC(=O)[C@@H](Cc2ccc(F)cc2)C/C=C\C[C@@H]1CC(=O)N(CCO)Cc1ccccc1,1,-2,-5,-3,0.4,4,3,5,-23
CCCCn1nnnc1C(c1cc2ccccc2o1)N(C)Cc1ccc(Cl)c(Cl)c1 (stereo not drawn),·,·,·,-5,1.6,·,3,-3,·
O=C(CSc1cn(CC(=O)N2CCCCCC2)c2ccccc12)NCC1CCCO1 (stereo not drawn),4,-5,4,-3,0.3,2,1,-1,-14
COc1cccc(NC(=O)CN(C)S(=O)(=O)c2ccc3c(c2)n(C)c(=O)c(=O)n3C)c1,-11,0,-5,-7,0.5,15,2,-3,-2
COC(=O)c1c(-c2ccc(S(C)(=O)=O)cc2)sc2cc(OC)ccc12,22,-5,-9,-2,1.5,-6,9,5,6
Cc1cccc(NC(=O)c2sc(NC(=O)c3ccco3)c(C#N)c2C)c1C,5,0,-9,-2,0.3,4,1,-9,4
# Remaining list, next part.
SMILES,M1 antag,CHRM1 agonist,OXTR potentiator,CHO-K1 Ca antag,M1 ag parental,CHRM1 PAM,CHRM4 agonist,CHRM4 antagonist,CHO parental Ca
O=C(NCc1cccnc1)c1ccc2nc([C@@H]3O[C@H](CO)[C@H](O)[C@H](O)[C@H]3O)[nH]c2c1,-14,-1,·,-23,-0.1,9,1,0,·
CC[C@]12c3[nH]c4ccccc4c3CCN1C(=O)C(CC(=O)NCCCn1ccnc1)C[C@@H]2C(=O)N1CCN(C(=O)c2ccco2)CC1 (stereo partly drawn),10,-8,-2,10,0.6,-4,-1,12,-14
CCn1c(=NC(=O)c2ccc(N3C(=O)CCC3=O)cc2)sc2c(OC)ccc(OC)c21,18,-7,1,8,-0.2,-11,0,6,-20
N#CCC(CNc1ncc(C(F)(F)F)cc1Cl)OC(=O)c1ccc(Cl)cc1 (stereo not drawn),-8,-4,-4,-25,-0.1,2,1,-1,-21
Cc1cccc(CNc2ccc(C(CC(N)=O)NC(=O)c3cccc(Br)c3)cc2[N+](=O)[O-])c1 (stereo not drawn),0,-4,-7,-13,-0.2,2,0,4,-10
COc1ccc(CN2C(=O)NC3(CCCCCC3)C2=O)cc1F,5,-4,-10,2,0.6,-1,2,-3,-8
O=C(NN/C(=N/S(=O)(=O)c1ccc(Cl)cc1)c1ccccc1)c1ccc(O)cc1,2,1,-7,2,0.3,-1,1,3,2
COc1ccc(Cl)cc1NC(=O)C12CCC(C)(C(=O)O1)C2(C)C (stereo not drawn),-7,-7,-6,-4,0.1,2,-2,-2,-25
COc1ccc(Cc2nc3ccc(C(=O)NCc4cc(C)no4)cc3o2)cc1OC,0,0,-2,-6,1.4,-1,1,5,-24
CCc1cccc2c(C(=O)CN3C(=O)NC4(CCc5ccccc54)C3=O)c[nH]c12 (stereo not drawn),-2,4,-16,16,0.8,-4,7,8,-15
CC(=O)Nc1ccc(S(=O)(=O)NC(CSc2ccc(C(=O)O)cc2[N+](=O)[O-])C(=O)O)cc1 (stereo not drawn),-2,-2,5,-1,0.8,-1,4,12,-3
CN(CC(=O)OCC(=O)NCC(F)(F)F)S(=O)(=O)c1ccc(Cl)cc1,-5,-9,-3,-14,0.7,8,1,-7,-9
Cc1ccc(C)c(-n2c(CNC(=O)c3ccco3)nnc2SCC(=O)N2CCc3ccccc32)c1,-29,-7,-13,-2,0.1,0,1,0,-27

# High-throughput results as filed in PubChem.
